p53ts 39C kill: p53ts cell cytotoxicity, nonpermissive temperature | Potency, µM (series often up to 46.1 µM), for the others: at the top dose activity change, negative = cell killing, usual class: cytotoxic | 130,000 compounds, 1.5% hits | AID 902 | H1299-p53A138V viability at 39C, ATP luminescence, 24 h; further: nearly all actives have a fitted effect of over 55% in size
Peg3 imprint: induces erasure of genomic imprints in mouse ES cells; mouse ES Peg3-LacZ reporter, beta-gal luminescence, 40 h; Potency, µM (doses to about 60.7 µM), for inactives: at the highest dose activity change, positive = activation, usual class: activators; 110,000 compounds, 0.02% hits; AID 1948;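 further: 0% = negative control wells on the plate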
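Imprint erasure is scored as LacZ activity from the silenced maternal Peg3 allele in feeder-free female ES cells cultured 40 h with LIF. Luminescence is normalized to in-plate negative controls and fitted to the Hill equation.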
p53ts 32C kill: p53ts cell cytotoxicity, permissive temperature; H1299-p53A138V at 32C, ATP luminescence viability, 24 h; Potency, µM (highest dose often 46.1 µM), for inactives: at the highest dose activity change, negative = cytotoxicity, actives largely listed as cytotoxic; 130,000 compounds, 0.93% hits;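 further: 0% = DMSO and -100% = full killing by reference compound; nearly all actives have a fitted effect of over 55% in size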
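Cells: H1299 p53ts (A138V), 600/well, pre-incubated 16–30 h at 37C. Cpd up to 46 uM, 24 h, 32C. Readout: ATPlite luminescence, 20 min RT. Normalization: DMSO vs tamoxifen 100 uM. AC50 by Hill equation.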
IkB sig inh: inhibitors of IkB signaling in ABC-DLBCL cells; ABC-DLBCL IkBa-CBG/CBR dual luciferase ratio, 4 h; response scale: scaled: untreated 0%, proteasome inhibitor 100%; Potency, µM (highest dose often 57.1 µM), for inactives: at the top dose IkBa stabilization activation; 110,000 compounds, 0.04% hits; AID 445; active means well fitted curve in the direction sought with a large enough effect in the signal ratio, not every such curve was filed as active; inconclusive means small, poorly fitted or top-dose-only effect, or a change in a side signal; the % refers to the signal ratio;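 further: the direction sought is a rising ratio; 0% = basal untreated cells and 100% = reference inhibitor full response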
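Luminescence ratio of IκBα-fused green versus native red beetle luciferase in OCI-Ly3 cells, 4 h post-doxycycline with compound; red signal alone, scaled from basal (0%) to zero light (-100%), flagged nonspecific or cytotoxic effects.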
Numbers without * were called inactive; & = joins results of further samples; [ ] = remark or other dose. Unless noted, the call rests on the fitted dose curve; in most records, active means well fitted curve in the direction sought with a large enough effect; inconclusive means small, poorly fitted or top-dose-only effect, or another doubt; inactive means no such curve, though single readings can be large; an effect the other way counts as inactive or inconclusive. Unless noted, on the % scale 0 is the no-effect control and ±100 the full control effect; potency means the concentration at half of the fitted maximal effect.

COc1ccc(-c2cc(=O)oc3c(C)c(OCc4nn[nH]n4)ccc23)cc1 was read as p53ts 39C kill 15%, Peg3 imprint -6%, p53ts 32C kill 8% and IkB sig inh 7.7%.
For Cc1nnc(SCC(=O)Nc2ccccc2)n1CCc1ccccc1 the results were p53ts 39C kill -1%, Peg3 imprint -10%, p53ts 32C kill 3% and IkB sig inh 0.1%.
`Nc1ccc(SC(F)(F)F)cc1C(=O)c1ccccc1` gave p53ts 39C kill -6%, Peg3 imprint -7%, p53ts 32C kill -1% and IkB sig inh 3.1%.
Screening CCc1ccc(S(=O)(=O)Nc2cccc(-c3ccc(N4CCOCC4)nn3)c2)cc1 returned p53ts 39C kill inconclusive, Peg3 imprint 9%[10.9 µM], p53ts 32C kill inconclusive and IkB sig inh inconclusive.
COc1cc(OC)cc(C(=O)Nc2ccc3oc(-c4ccc(Cl)cc4)nc3c2)c1 was read as p53ts 39C kill 0%, Peg3 imprint -8%[10.9 µM], p53ts 32C kill -6% and IkB sig inh 0.4%.
`CCSc1ncnc2c1sc1nc3c(cc12)COC(C)(C)C3` gave p53ts 39C kill 6% and p53ts 32C kill 6%.
Screening Cc1nnc(SCc2ccccc2Cl)c2cc3sccc3n12 returned p53ts 39C kill 2%, Peg3 imprint -15%[10.9 µM], p53ts 32C kill 0% and IkB sig inh 2.4%.
Screening COc1cccc(NC(=O)c2cc3c(=O)n(C)c4ccccc4c3n2C)c1 returned p53ts 39C kill -10%, Peg3 imprint 7%[10.9 µM], p53ts 32C kill 4% and IkB sig inh -1.6%.
For CCN1CCN(c2cc(C)c3cc(NC(=O)/C=C/c4ccc(C)cc4)ccc3n2)CC1 the results were p53ts 39C kill 3.2µM*, Peg3 imprint -6%[10.9 µM], p53ts 32C kill inconclusive and IkB sig inh inconclusive.
Screening CC(=O)Oc1cccc(O)c1 returned p53ts 39C kill -3%, Peg3 imprint -23% and p53ts 32C kill 10%.
For CN1CCN(C(CNC(=O)C(=O)Nc2ccc(F)cc2F)c2ccc3c(c2)OCO3)CC1 (stereo unspecified) the results were p53ts 39C kill -25%, Peg3 imprint -13%[10.9 µM], p53ts 32C kill -6% and IkB sig inh inconclusive.
Screening Cc1ccc(NC(=O)CN(C)S(=O)(=O)c2ccc3c(c2)CCC(=O)N3)c(C)c1 returned p53ts 39C kill 12%, Peg3 imprint -16%[10.9 µM], p53ts 32C kill 0% and IkB sig inh inconclusive.
CCOC(=O)N1CCN(S(=O)(=O)c2ccc(OCC(=O)OC)cc2)CC1 was read as p53ts 39C kill 6%, Peg3 imprint 1%, p53ts 32C kill 7% and IkB sig inh 2.1%.
Cn1c(=O)c2c(nc(CN3CCN(c4ccc(F)cc4)CC3)n2Cc2ccccc2F)n(C)c1=O was read as p53ts 39C kill 11%, Peg3 imprint -2%, p53ts 32C kill 6% and IkB sig inh 3.8%.
CCOC(=O)c1cccc(NC(=O)CCc2c(C)nn(-c3ccc(N4CCCCC4)nn3)c2C)c1 was read as p53ts 39C kill inconclusive, Peg3 imprint -11%[10.9 µM], p53ts 32C kill inconclusive and IkB sig inh inconclusive.

Next section, starting with the last 2 of the part before.
Cn1c(=O)c2c(nc(CN3CCN(c4ccc(F)cc4)CC3)n2Cc2ccccc2F)n(C)c1=O was read as p53ts 39C kill 11%, Peg3 imprint -2%, p53ts 32C kill 6% and IkB sig inh 3.8%.
CCOC(=O)c1cccc(NC(=O)CCc2c(C)nn(-c3ccc(N4CCCCC4)nn3)c2C)c1 was read as p53ts 39C kill inconclusive, Peg3 imprint -11%[10.9 µM], p53ts 32C kill inconclusive and IkB sig inh inconclusive.
For COc1ccc(CNc2oc(-c3ccccc3)nc2C#N)cc1 the results were p53ts 39C kill 6%, Peg3 imprint -7%, p53ts 32C kill 46%[activator] and IkB sig inh inconclusive.
For COc1ccc(-n2c(SCC(=O)Nc3sc4c(c3C#N)CCCC4)nnc2-c2ccccc2OC)cc1 the results were p53ts 39C kill -4% and p53ts 32C kill 8%.
`COc1cc(NC(=O)c2cccc(COCC(F)(F)C(F)F)c2)cc(OC)c1OC` gave p53ts 39C kill 0% and p53ts 32C kill -2%.
`Cn1c(=O)c2[nH]c(CCC(=O)O)nc2n(C)c1=O` gave p53ts 39C kill 5%[9.22 µM], Peg3 imprint 5%[10.9 µM], p53ts 32C kill -2%[9.22 µM] and IkB sig inh 0.2%[11.4 µM].
`Cc1ccc(NC(=O)CSc2nccn2-c2ccccc2)cc1` gave p53ts 39C kill 3%, Peg3 imprint -8%[10.9 µM], p53ts 32C kill 28% and IkB sig inh 4.5%.
`COc1cc2[nH]c(=O)n(CCC(=O)NC3CCCC3)c(=O)c2cc1OC` gave p53ts 39C kill 9%, Peg3 imprint 0%, p53ts 32C kill 14% and IkB sig inh -1.9%.
`CS(=O)(=O)c1ccc2nc(NC(=O)CCC(=O)c3cccs3)sc2c1` gave p53ts 39C kill 9%, Peg3 imprint -11%, p53ts 32C kill -2% and IkB sig inh -4.6%.
C[C@H]1[C@H](C)OC(=O)C[C@H](O)C[C@H](O)C[C@H](O)CC[C@H](O)[C@H](O)CC(=O)C[C@H](O)[C@H](C(=O)O)[C@H](O)C[C@H](O[C@@H]2O[C@@H](C)[C@H](O)[C@@H](N)[C@@H]2O)C=CC=CC=CC=CCCC=CC=C[C@@](C)(O)[C@H]1O was read as p53ts 39C kill 27%[9.22 µM], Peg3 imprint 1%[10.9 µM], p53ts 32C kill 1%[9.22 µM] and IkB sig inh -1.7%[11.4 µM].
`Cc1c(Cc2ccccc2)c(=O)oc2c(CN(C)C)c(O)c(Cl)cc12` gave p53ts 39C kill 10%, Peg3 imprint -10%, p53ts 32C kill -1% and IkB sig inh -0.2%.
Screening Cc1noc(C)c1-c1nc(NCc2cccs2)c2ccccc2n1 returned p53ts 39C kill -20%, Peg3 imprint -24%, p53ts 32C kill -8% and IkB sig inh -0.1%[11.4 µM].
Screening CC(=O)NC1(c2ccccc2)CCN(Cc2nnnn2C(C)(C)C)CC1 returned p53ts 39C kill -4%, Peg3 imprint -2%, p53ts 32C kill 2% and IkB sig inh 0.8%.
`COc1ccc(-c2nnnn2C)cc1S(=O)(=O)NCc1ccccc1` gave p53ts 39C kill 3%, Peg3 imprint 6%, p53ts 32C kill 2% and IkB sig inh 2.4%.
COc1cccc(Cn2c(=O)n(CCc3ccccc3)c(=O)c3c2c2cc(OC)ccc2n3C)c1 was read as p53ts 39C kill -3%, Peg3 imprint 6%[10.9 µM], p53ts 32C kill 1% and IkB sig inh -1.7%.
Screening CC(NC(=O)c1ccccc1NS(C)(=O)=O)c1ccccc1 (stereo unspecified) returned p53ts 39C kill 7%, Peg3 imprint 7%, p53ts 32C kill -1% and IkB sig inh -2.4%.
For CCCN1CCC(N2CCN(c3cccc(C(F)(F)F)c3)CC2)CC1 the results were p53ts 39C kill -8%, Peg3 imprint -5%, p53ts 32C kill -20% and IkB sig inh 0.6%.
S=c1[nH]ncn1/N=C/c1ccccc1 was read as p53ts 39C kill 9%, Peg3 imprint -2%, p53ts 32C kill -6% and IkB sig inh 3.8%.
For Cc1cc(C)c2oc(C(=O)Nc3ccc(S(=O)(=O)N4CCCCCC4)cc3)cc(=O)c2c1 the results were p53ts 39C kill 1%, Peg3 imprint -5%[10.9 µM], p53ts 32C kill -9% and IkB sig inh 2.0%.
For CC1=CC(C)(C)Nc2ccc(OC(=O)c3ccco3)cc21 the results were p53ts 39C kill inconclusive, Peg3 imprint -33%[inhibitor], p53ts 32C kill inconclusive and IkB sig inh inconclusive.
For Cc1ccc(CCSCC(=O)O)cn1 the results were p53ts 39C kill 1%, Peg3 imprint -18%, p53ts 32C kill -3% and IkB sig inh 1.4%.
Screening CCOc1ccc(CN2CCN(S(=O)(=O)c3ccc(Cl)cc3)CC2)cc1 returned p53ts 39C kill -6%, Peg3 imprint -16%[10.9 µM], p53ts 32C kill 13% and IkB sig inh inconclusive.
`CC(C)CCN1C(=O)CCC1(C)C(=O)NC1CCCCCC1` (stereo unspecified) gave p53ts 39C kill -10%, Peg3 imprint -12%, p53ts 32C kill -1% and IkB sig inh 2.0%.
For COc1ccc(S(=O)(=O)N(Cc2cccs2)C2CCCC2)cc1 the results were p53ts 39C kill -7%, Peg3 imprint -11%, p53ts 32C kill 12% and IkB sig inh 3.6%.
Cc1cc(C(=O)Nc2ccc(Cl)cc2)c2c(C)nn(-c3ccccc3)c2n1 was read as p53ts 39C kill 23%, Peg3 imprint -9%[10.9 µM], p53ts 32C kill 3% and IkB sig inh -0.9%.
CCOC(=O)C1CCN(C(=O)c2cccc(C(=O)N3CCC(C(=O)OCC)CC3)c2)CC1 was read as p53ts 39C kill 6%, Peg3 imprint -11%, p53ts 32C kill 3% and IkB sig inh -1.0%.
Screening CCOc1ccccc1NC(c1nnc(-c2ccccc2)o1)c1ccc(F)cc1Cl (stereo unspecified) returned p53ts 39C kill 7%, Peg3 imprint -9%[10.9 µM], p53ts 32C kill 2% and IkB sig inh -3.1%.
Cc1cc(C(=O)NCc2ccc(S(N)(=O)=O)cc2)c(C)o1 was read as p53ts 39C kill -2%, Peg3 imprint -10%, p53ts 32C kill 1% and IkB sig inh -1.5%.
For CC(C)[C@H](CO)Nc1nc(Nc2ccc(C(=O)O)c(Cl)c2)c2ncn(C(C)C)c2n1 the results were p53ts 39C kill 9%, Peg3 imprint -7%, p53ts 32C kill 10% and IkB sig inh 0.2%.
`CCc1ccc(CNC(=O)c2sc3ncnc(N(C)C4CCCCC4)c3c2C)cc1` gave p53ts 39C kill 0%, Peg3 imprint 2%[10.9 µM], p53ts 32C kill 9% and IkB sig inh -5.8%.
`COc1ccccc1N1CCN(CCCCN2C(=O)c3ccccc3C2=O)CC1` gave p53ts 39C kill -13%&6%, Peg3 imprint -9%&-13%, p53ts 32C kill -7%&-11% and IkB sig inh inconclusive.
Screening O=C(NCc1ccco1)c1cccc2ccccc12 returned p53ts 39C kill 1%, p53ts 32C kill -6% and IkB sig inh 10%.
For CCCCC(=O)Nc1sc2c(c1C(N)=O)CCC2 the results were p53ts 39C kill -17%, Peg3 imprint -12%, p53ts 32C kill -5% and IkB sig inh 3.4%.
Screening Cc1cccc(C(=O)NCCc2nc3ccccc3n2Cc2ccc(Cl)cc2)c1 returned p53ts 39C kill -23%, Peg3 imprint -8%[10.9 µM], p53ts 32C kill 3% and IkB sig inh inconclusive.
For CCOc1ccc(C(=O)Nc2ccc3nc(N(CC)CC)cc(C)c3c2)cc1 the results were p53ts 39C kill inconclusive, Peg3 imprint -10%[10.9 µM], p53ts 32C kill -7% and IkB sig inh -4.1%.

In the list so far, 5 have two or more sulfur atoms.
`CCSc1ncnc2c1sc1nc3c(cc12)COC(C)(C)C3` gave p53ts 39C kill 6% and p53ts 32C kill 6%.
Screening Cc1nnc(SCc2ccccc2Cl)c2cc3sccc3n12 returned p53ts 39C kill 2%, Peg3 imprint -15%[10.9 µM], p53ts 32C kill 0% and IkB sig inh 2.4%.
For COc1ccc(-n2c(SCC(=O)Nc3sc4c(c3C#N)CCCC4)nnc2-c2ccccc2OC)cc1 the results were p53ts 39C kill -4% and p53ts 32C kill 8%.
`CS(=O)(=O)c1ccc2nc(NC(=O)CCC(=O)c3cccs3)sc2c1` gave p53ts 39C kill 9%, Peg3 imprint -11%, p53ts 32C kill -2% and IkB sig inh -4.6%.
For COc1ccc(S(=O)(=O)N(Cc2cccs2)C2CCCC2)cc1 the results were p53ts 39C kill -7%, Peg3 imprint -11%, p53ts 32C kill 12% and IkB sig inh 3.6%.
